# Avidin bead fluor: green autofluorescence of compounds with avidin beads – biophysical, 488/530 nm, flow cytometry, artefact control, profiling panel. compound fluorescence 488/530 nm; hits give high values. fluorescence (KMESF) at 10 µM. hit rate 0.38% among 220,000; in the data active means fluorescence above about 47; further: inactives centre near 10
# RGS7-Gao: RGS7-Galphao binding modulators, primary screen, biochemical, multiplexed bead flow cytometry | AID 1439, 2008 | actives lie on both sides | binding response (% of control), % at 10 µM | Guanine nucleotide-binding protein G(o) subunit alpha (Homo sapiens), P09471 | hit rate 0.35% among 220,000; in the data active means binding response below about 49% or above about 150%; inconclusive means no clear call, values can overlap the other calls; inactive means in between;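 further: fluorescent Galphao held in activated GDP-AlF4 state binding bead-coupled RGS7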
# GSH fluor: compound fluorescence on glutathione beads, profiling panel, artefact control, biophysical, 488/530 nm, flow cytometry; fluorescence (KMESF) at 10 µM; hit rate 0.25% among 190,000; AID 1776, 2009; GSH beads flow cytometry, compound fluorescence 488/530 nm; hits give high values; in the data active means fluorescence above about 89;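 further: glutathione beads carrying GST-tagged Bcl family fusion proteins plus one bare bead set; values are compound well signal with DMSO vehicle wells as background; inactives centre near 16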
# Bim-Bcl-B: inhibitors of Bim-Bcl-B binding, primary screen, biochemical, multiplexed, human Bcl-2 family | bead-based flow cytometry, Bim peptide-Bcl-B binding | AID 951, 2007 | inhibition, % at 10 µM | Bcl-2-like protein 10 (Homo sapiens), Q9HD36 | hit rate 0.073% among 190,000;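 further: 0% = tracer peptide without compound and 100% = reference inhibitor peptide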
# ABCG2 block: ABCG2 efflux pump inhibitors, primary screen, multiplex with ABCB1, IgMXP3 cells, flow cytometry | Broad substrate specificity ATP-binding cassette transporter ABCG2 (Homo sapiens), Q9UNQ0 | JC-1 efflux | inhibition, % at 6.6 µM | hit rate 0.1% among 190,000;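 active means inhibition above 80%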;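 further: 0% = DMSO and 100% = nicardipine control wells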
#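 Test system: IgMXP3 (ABCG2) plus far-red-tagged CCRF-Adr (ABCB1) cells. Reagent: JC-1 dye as substrate. Timing: 10 min exposure at 25 °C with rotation, no wash. Measured by: flow cytometric JC-1 green MFI at 530 nm. Read-out: percent efflux inhibition, scaled nicardipine 100% to DMSO 0%. Control set: nicardipine and DMSO wells.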
# RGS4-Gao reg: modulators of RGS4 binding to Galphao, primary screen, biochemical, multiplexed bead flow cytometry; Guanine nucleotide-binding protein G(o) subunit alpha (Homo sapiens), P09471; hit rate 0.33% among 220,000; actives lie on both sides; binding response (% of control), % at 10 µM; AID 1415, 2008; in the data active means binding response below about 49% or above about 150%; inactive means in between;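 further: fluorescent Galphao activated with aluminum fluoride binding bead-coupled RGS4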
# Bcl-W Bim block: inhibitors of Bim binding to Bcl-W, primary screen, biochemical, multiplexed, bead-based flow cytometry. hit rate 0.02% among 190,000. inhibition, % at 10 µM. Bim peptide-Bcl-W binding. Bcl-2-like protein 2 (Homo sapiens), Q92843;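 further: 0% = bound tracer without compound and 100% = peptide blocker; higher means less fluorescent Bim peptide bound to Bcl-W beads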
# Bim-Bfl-1: inhibitors of Bim binding to Bfl-1, primary screen, biochemical, multiplexed, bead-based flow cytometry; inhibition, % at 10 µM; AID 1008, 2008; hit rate 0.12% among 190,000; Bcl-2-related protein A1 (Homo sapiens), Q16548; Bim-Bfl-1 binding inhibition;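 further: 0% = wells without compound plus tracer and 100% = blocker peptide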
# ABCB1 block: ABCB1 efflux pump inhibitors, primary screen, cell-based, multiplex, flow cytometry, ABCG2 counter-screen; inhibition, % at 6.6 µM; ATP-dependent translocase ABCB1 (Homo sapiens), P08183; hit rate 0.067% among 190,000; AID 1326, 2008; CCRF-Adr cells, JC-1 efflux; in the data active means inhibition above about 40%;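 further: 0% = vehicle and 100% = reference inhibitor; higher value means more JC-1 retained so stronger ABCB1 efflux block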
# Target sequence (P08183 whole entry, looked up): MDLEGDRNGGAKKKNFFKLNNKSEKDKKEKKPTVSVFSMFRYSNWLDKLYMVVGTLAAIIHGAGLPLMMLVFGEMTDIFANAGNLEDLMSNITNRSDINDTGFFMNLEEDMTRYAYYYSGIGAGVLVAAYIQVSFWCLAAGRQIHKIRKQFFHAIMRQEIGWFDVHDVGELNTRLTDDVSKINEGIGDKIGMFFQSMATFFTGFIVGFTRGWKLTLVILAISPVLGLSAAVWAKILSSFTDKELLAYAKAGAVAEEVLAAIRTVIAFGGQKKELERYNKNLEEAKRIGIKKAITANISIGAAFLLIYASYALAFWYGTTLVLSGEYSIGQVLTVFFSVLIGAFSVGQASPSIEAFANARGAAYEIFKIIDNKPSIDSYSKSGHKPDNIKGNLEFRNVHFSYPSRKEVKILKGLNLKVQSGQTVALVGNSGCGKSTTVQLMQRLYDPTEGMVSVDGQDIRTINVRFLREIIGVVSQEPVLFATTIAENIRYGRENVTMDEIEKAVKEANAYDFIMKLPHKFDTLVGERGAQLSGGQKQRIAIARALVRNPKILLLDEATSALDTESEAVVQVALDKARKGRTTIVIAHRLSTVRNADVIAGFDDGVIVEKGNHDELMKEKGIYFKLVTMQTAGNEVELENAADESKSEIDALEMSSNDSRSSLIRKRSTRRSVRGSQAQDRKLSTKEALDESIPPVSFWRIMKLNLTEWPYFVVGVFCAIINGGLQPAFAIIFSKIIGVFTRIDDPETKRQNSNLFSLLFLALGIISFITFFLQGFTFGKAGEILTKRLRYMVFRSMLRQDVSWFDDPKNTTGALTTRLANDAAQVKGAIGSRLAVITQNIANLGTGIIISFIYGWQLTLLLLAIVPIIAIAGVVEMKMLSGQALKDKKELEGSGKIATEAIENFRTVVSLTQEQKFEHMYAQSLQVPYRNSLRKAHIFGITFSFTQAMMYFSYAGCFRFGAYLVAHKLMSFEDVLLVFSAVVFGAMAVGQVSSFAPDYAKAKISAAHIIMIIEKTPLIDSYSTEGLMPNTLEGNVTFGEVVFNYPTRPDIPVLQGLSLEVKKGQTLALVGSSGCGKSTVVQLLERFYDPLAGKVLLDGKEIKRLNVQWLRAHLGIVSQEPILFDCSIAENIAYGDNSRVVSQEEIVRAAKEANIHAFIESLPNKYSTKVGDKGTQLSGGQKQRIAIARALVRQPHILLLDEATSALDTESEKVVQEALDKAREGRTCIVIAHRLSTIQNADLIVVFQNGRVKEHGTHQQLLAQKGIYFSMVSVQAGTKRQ
# Bim-Bcl-XL: inhibitors of Bim-Bcl-XL binding, primary screen, biochemical, multiplexed, bead flow cytometry, human Bcl-XL; AID 1007, 2008; inhibition, % at 10 µM; hit rate 0.04% among 190,000; Bim peptide-Bcl-XL binding, fluorescence
# Bcl-2 Bim block: inhibitors of Bim-Bcl-2 binding, primary screen, biochemical, multiplexed, human Bcl-2 family; Bead-based flow cytometry, Bim peptide-Bcl-2 binding; inhibition, % at 10 µM; hit rate 0.06% among 190,000; AID 950, 2007; in the data active means inhibition above about 40%; inconclusive means no clear call, values can overlap the other calls;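 further: 0% = no compound wells with probe peptide and 100% = reference peptide inhibitor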
# * marks the source's active call; other numbers are inactive results; ? = inconclusive; / = not tested or not shown; [ ] = remark or other dose. Unless noted, no stated cut-off is given here; in the data, active means inhibition above about 40%.
SMILES,Avidin bead fluor,RGS7-Gao,GSH fluor,Bim-Bcl-B,ABCG2 block,RGS4-Gao reg,Bcl-W Bim block,Bim-Bfl-1,ABCB1 block,Bim-Bcl-XL,Bcl-2 Bim block
CCCCNC(=O)N(C)c1nc2ccccc2s1,11,102,11,-5,13,105,-2,-5,1.0,0,0
COc1ccc(CCNC(=O)CN2CCN(c3cccc(C(F)(F)F)c3)CC2)cc1,7,102,12,-8,22,102,4,-12,0.2,-4,-6
C/C(CC(=O)Nc1ccc(C)cc1C)=N\NC(=O)C(C)C,8,101,9,0,-2,100,1,-8,-0.4,0,0
CCOC(=O)c1cccc(NC(=O)c2cncc(Br)c2)c1,3,106,6,-5,0,107,-3,0,0.5,-6,-2
CC1=C(C#N)C(C(F)(F)F)(C(F)(F)F)N=C(c2ccco2)N1,9,100,14,-4,46,100,0,-10,-0.1,-2,-13
Cc1cc(C(=O)CSc2nnnn2-c2ccccc2)c(C)n1CCc1ccccc1,9,95,11,-6,-3,96,2,-8,-5.1,-2,-10
CCOc1cc(CN2CCN(Cc3ccc(C)o3)C(CCO)C2)ccc1OC (stereo unspecified),9,100,23,-4,5,101,-1,-5,0.8,-1,-1
CCOc1ccc2nc(NC(=O)C(CC)Sc3nc(C)cc(=O)[nH]3)sc2c1 (stereo unspecified),11,109,8,0,0,105,-4,0,-0.1,-5,0
Cc1ccc(CSCC(=O)Nc2ccc3c(c2)OCO3)cc1,24,84,15,2,0,87,0,-2,-0.3,1,0
CCN(CC)CCCNC(=O)CSc1nc(C)cc(C)n1,4,94,17,-5,0,99,-2,-6,-0.1,-5,-1
O=C(Cn1nnc(-c2ccccc2NC(=O)c2ccco2)n1)Nc1ccccc1,21,101,18,-10,14,101,0,-15,1.0,-3,-6
Cc1cc(=O)oc(C)c1C(=O)NC1CCCCCCC1,22,101,10,-4,4,102,0,-5,0.8,-2,-1
CSc1nc(NC(C)C)nc(N2CCOCC2)n1,10,100,19,-6,5,102,-1,-1,1.2,-6,0
Oc1c(Cl)cc(Cl)cc1C(C#Cc1ccccc1)N1CCOCC1 (stereo unspecified),5,103,35,-6,-3,108,-1,-11,-1.9,-12,-10
Cc1cccc(NC(=O)Cn2c(=O)n(CCc3c[nH]c4ccccc34)c(=O)c3cccnc32)c1,6,102,16,0,-3,97,1,3,-0.6,0,0
Cc1ncsc1CCSc1nc2ccccc2c(=O)n1C,7,100,36,-8,2,106,1,-11,-0.6,-7,-11
COc1cc2c(-c3ccccc3O)nc3c(c(C)nn3-c3ccccc3)c2cc1OC,11,106,20,-2,3,104,-4,-6,0.7,-5,-5
CCC/C=C(\CCC)C(NS(=O)(=O)c1cccc2cccnc12)c1ccc(C(=O)OC)cc1 (stereo unspecified),10,100,20,-2,0,101,0,2,1.2,-2,-1
O=C(O)c1cccc(N/N=C/c2cc(Br)cc(Br)c2O)c1,3,101,6,0,-1,102,0,0,0.2,-3,3
COc1ccccc1/C=C/C=C1\Oc2c(ccc(O)c2CN2CCN(CCO)CC2)C1=O,127*,246*[activator],15,-12,5,218*[activator],1,-4,4.0,0,4
CCO[C@@H]1OC(C(=O)NC2CC2)=C[C@H](c2ccc3c(c2)OCO3)[C@H]1CCCO,6,98,19,-6,3,101,0,-6,1.2,0,-6
O=C(NCCCN1CCCC1=O)c1ccc(CNS(=O)(=O)c2ccc(F)cc2)cc1,18,103,6,1,1,105,1,-1,0.1,-1,0
COc1ccc(OC)c(/C=N/NC(=O)Cc2nc3ccccc3[nH]2)c1,0,98,8,-4,-5,98,0,3,-0.8,0,-1
N#CC1(c2ccc(NC(=O)c3ccccc3)cc2)CCCC1,26,102,9,-1,5,96,-2,-4,1.0,-3,-5
CN1CCCN(C(=O)CNC(=O)Cc2ccccc2)CC1,21,?,12,-3,0,103,-3,-2,-0.7,-3,-1
SMILES,Avidin bead fluor,RGS7-Gao,GSH fluor,Bim-Bcl-B,ABCG2 block,RGS4-Gao reg,Bcl-W Bim block,Bim-Bfl-1,ABCB1 block,Bim-Bcl-XL,Bcl-2 Bim block
C/C(=C\C(=S)Nc1ccccc1)Nc1ccccc1,11,92,13,-7,-16,93,-6,-6,-2.1,-9,-3
COc1ccc(Cl)cc1NC(=S)NCCc1ccc(S(N)(=O)=O)cc1,8,102,13,-4,8,100,-4,-7,1.7,-5,-6
Cc1noc(C)c1S(=O)(=O)NCC(=O)O,7,101,42,-7,1,101,3,-8,0.3,-1,-5
CCOC(=O)CSc1nc2sccc2c(=O)[nH]1,13,111,31,-8,11,111,0,-15,0.8,-6,-11
CC(C)C1C(c2ccccc2)N(C)C(c2ccccc2)CC1(O)c1ccccc1 (stereo unspecified),5,98,17,-8,/,102,0,-9,/,1,-4
CCOc1ccc(C2OC(=O)Cc3cc(OC)c(OC)cc32)cc1 (stereo unspecified),11,94,35,-12,2,99,-3,-14,0.9,-11,-11
CN(C)C(=O)CSc1nnc(CCCCCNC(=O)OC(C)(C)C)o1,8,100,69,-3,1,104,-2,-5,0.6,0,-5
CC(=O)c1ccc(N2CCN(C(=O)Nc3ccc(Cl)cc3)CC2)cc1,6,104,21,-7,18,103,-3,-4,0.8,1,0
CSc1ncccc1C(=O)OCC(=O)Nc1ccc2c(c1)OCO2,24,99,29,-3,2,100,2,-1,0.5,-1,0
CC(C)Oc1nnnn1-c1ccccc1,3,99,12,0,0,101,0,-3,-0.1,1,-1
CCCN(Cc1ccccc1)C(=S)Nc1ccc(F)cc1,5,89,11,-2,11,101,1,0,0.1,0,-1
O=C(Nc1ccc2nc(-c3cccnc3)[nH]c2c1)C1CCCCC1,16,95,25,-3,2,96,0,5,0.5,-6,-20
CCOC(=O)C1=C(CBr)NC(=O)NC1C (stereo unspecified),9,?,16,-4,1,99,-2,-4,0.4,-2,-4
CCOC(=O)C1CCN(S(=O)(=O)c2cccc(-c3csc(C)n3)c2)CC1,2,95,36,0,0,95,-2,1,0.3,1,-2
CCOc1ccc(C2CC(c3ccc(CC)cc3)n3nc(N)nc3N2)cc1 (stereo unspecified),5,102,17,-2,1,100,0,-2,0.3,-1,-3
CCCS(=O)(=O)Nc1cc(C(F)(F)F)ccc1OCCOC,7,103,36,-9,-3,104,-1,-12,-2.1,5,-9
COc1ccc(C)cc1NC(=O)NCc1ccco1,11,92,9,0,15,96,0,-4,-0.1,0,1
CCOC(=O)c1c(NC(=O)c2cc(-c3ccc(Cl)s3)nc3ccccc23)sc(C(N)=O)c1C,12,81,15,-21,-1,97,-11,-13,-0.8,-18,-1
O=C(OCc1cccc2ccccc12)C1CC(=O)N(c2ccccc2)C1 (stereo unspecified),25,121,11,1,4,120,0,-1,1.2,-1,-1
CC1(C)CC(=O)C(C=NCCC2=CCCCC2)=C(O)C1,11,100,25,-10,6,102,0,-18,1.2,-3,-12
Cc1nc(OCc2ccccc2)c2sc3nc4c(cc3c2n1)COC(C)(C)C4,20,96,18,0,-5,98,-2,1,-3.0,-1,7
CC1=C(C(=O)N2CCOCC2)C(c2ccc(-c3ccccc3)cc2)NC(=S)N1 (stereo unspecified),12,?,14,-60,7,101,1,17,0.4,-5,-3
Cc1cc(NC(=O)C2CCN(S(=O)(=O)c3cccs3)CC2)no1,13,100,28,-9,-2,102,-1,-15,-0.4,-7,-9
O=C(COc1cccc2cccnc12)N1CCc2ccccc2C1,9,100,26,-8,44,100,-1,0,-0.5,-5,-6
COc1ccc(N2CCN(C(=O)CSc3nnc(CNc4ccccc4)o3)CC2)cc1,23,103,23,-7,10,98,-5,-15,1.0,-7,-8

# Just RGS7-Gao, GSH fluor and Bcl-2 Bim block (two entries from above):
structure	RGS7-Gao	GSH fluor	Bcl-2 Bim block
COc1ccc(C)cc1NC(=O)NCc1ccco1	92	9	1
CCOC(=O)c1c(NC(=O)c2cc(-c3ccc(Cl)s3)nc3ccccc23)sc(C(N)=O)c1C	81	15	-1

# (next part)
SMILES,Avidin bead fluor,RGS7-Gao,GSH fluor,Bim-Bcl-B,ABCG2 block,RGS4-Gao reg,Bcl-W Bim block,Bim-Bfl-1,ABCB1 block,Bim-Bcl-XL,Bcl-2 Bim block
Clc1cccc(NCc2cn3cccnc3n2)c1,9,95,12,0,13,98,-1,-6,-0.8,-1,-2
COc1ccc(NC(=O)Nc2nnc(C(C)C)s2)cc1,23,98,16,-2,1,100,-5,-1,0.5,-1,-3
Cc1cnc(C(=O)Nc2ccc(F)cc2)cn1,34,102,16,0,4,105,0,1,0.6,0,0
CC(=O)c1sc(Nc2nc3cc4c(cc3s2)OCO4)nc1C,11,95,9,9,-6,98,9,11,-0.7,7,5
COc1ccc(/C=N/Nc2nccnc2Cl)c(OC)c1,15,136,16,-4,1,109,0,-11,0.1,2,3
Cc1cc(C)n(C(=O)CSc2nc3ccccc3o2)n1,36,99,21,-10,4,103,-1,-18,0.0,-4,-12
Cc1ccccc1NC(=S)N1CCC(NC(=O)c2ccco2)CC1,15,94,14,-6,2,95,-3,-5,2.8,-4,-1
COC(=O)CSc1nnc(Cc2ccccc2)n1-c1ccc(C)cc1,21,97,12,-6,6,98,-4,-3,0.1,-8,0
COc1ccccc1NS(=O)(=O)c1ccc(NC(=O)c2nc3ncccn3n2)cc1,13,113,31,-9,13,117,0,-15,0.2,-8,-10
CC(=O)Oc1ccccc1-c1nc(C)nc(N(C)C(C)=O)n1,6,103,49,-11,5,105,4,-12,0.4,-2,-13
Cc1cc(C)nc(/N=C(\N)Nc2ccc(-c3ccccc3)cc2)n1,10,104,8,-3,0,105,0,-5,0.1,-3,-1
Cc1ccc(S(=O)(=O)NCC(C)NS(C)(=O)=O)cc1 (stereo unspecified),11,103,7,0,0,102,-1,0,-0.1,-1,-1
Cc1ccc(-c2noc(CN(C(=O)c3cccs3)C(C)C)n2)cc1,41,96,12,-1,2,98,-4,-2,0.4,-2,-6
COc1cccc(CNC(=O)CCC2CCCN(C(=O)CCn3cncn3)C2)c1 (stereo unspecified),10,?,12,0,0,102,-2,-1,0.2,-2,0
O=C(CN(Cc1ccco1)C(=O)Cn1nnc(-c2cccs2)n1)NCc1ccccc1,5,108,63,-4,0,104,1,-7,0.1,-8,-5
Cc1cccc(C(=O)Nc2cccc(-c3cnc4ccccc4n3)c2)c1,12,98,30,-10,20,103,-2,-13,1.0,0,-10
CCCOc1cc(C)c(S(=O)(=O)n2nnc3ccccc32)cc1C,7,99,41,-6,0,101,5,-9,0.0,-8,-5

# Screens: PubChem, NMMLSC
